Screens (PubChem)
Artemis endo inh: Artemis endonuclease inhibitors, primary screen, biochemical, fluorescence intensity, FAM/BHQ-1 hairpin substrate | inhibition, % at 10 µM | Protein artemis (Homo sapiens), Q96SD1 | recombinant Artemis, quenched FAM hairpin cleavage fluorescence | 30,000 tested, 0.78% active;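 active = at 10 µM dose, at least 30% inhibition, measured as corrected fluorescence normalized to stimulator and neutral control wells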
Target sequence (Q96SD1 whole entry, looked up): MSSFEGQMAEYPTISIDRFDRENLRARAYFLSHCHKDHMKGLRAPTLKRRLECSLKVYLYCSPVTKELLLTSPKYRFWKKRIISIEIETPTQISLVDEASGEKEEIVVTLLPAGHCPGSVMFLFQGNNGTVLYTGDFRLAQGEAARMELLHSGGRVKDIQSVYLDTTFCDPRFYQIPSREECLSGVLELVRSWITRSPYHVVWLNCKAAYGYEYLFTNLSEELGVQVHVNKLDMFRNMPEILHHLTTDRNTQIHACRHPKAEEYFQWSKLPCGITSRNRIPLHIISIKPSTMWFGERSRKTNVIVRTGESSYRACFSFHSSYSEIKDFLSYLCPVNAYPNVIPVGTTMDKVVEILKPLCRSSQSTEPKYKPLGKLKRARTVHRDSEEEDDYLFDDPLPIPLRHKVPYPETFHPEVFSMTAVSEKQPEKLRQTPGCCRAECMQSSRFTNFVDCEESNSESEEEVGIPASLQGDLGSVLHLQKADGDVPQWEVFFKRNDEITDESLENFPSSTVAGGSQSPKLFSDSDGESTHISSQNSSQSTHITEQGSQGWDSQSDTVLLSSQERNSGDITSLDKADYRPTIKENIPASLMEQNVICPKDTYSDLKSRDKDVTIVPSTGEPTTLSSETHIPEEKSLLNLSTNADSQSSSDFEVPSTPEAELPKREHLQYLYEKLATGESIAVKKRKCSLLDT
Starred values were filed as active, the others as inactive. The list is partial; count on the stated rates, not on these rows.

molecule	Artemis endo inh
COc1ccc(C(=O)N(CCCO)Cc2cc3c(C)ccc(C)c3[nH]c2=O)cc1OC	-7
Nc1ncnc2nc(Sc3ccc(Cl)cc3)[nH]c12	0
COc1ccccc1-n1cnnc1SCC(=O)N1CC(=O)Nc2ccccc21	2
CCOC(=O)CSc1nc(N)c(C#N)c(-c2cccs2)c1C#N	-1
CCOC(=O)C(Cc1cc(C(C)=O)ccc1OCC)C(=O)OCC	-9
CCOC(=O)C1CCN(C(=O)/C=C/c2ccc(OC)cc2)CC1	5
CCc1ccc(NC(=O)CNS(=O)(=O)c2c(C)noc2C)cc1	-8
O=C(CCCSc1nc2ccccc2[nH]1)N1CCN(c2ccc([N+](=O)[O-])cc2)CC1	-6
CCN(CC(=O)NC1CCS(=O)(=O)C1)c1ccc(S(C)(=O)=O)cc1[N+](=O)[O-] (configuration not stated)	-3
Nc1cccc(S(=O)(=O)NC2=NCCC2)c1	7
COc1ccccc1CNC(=O)c1ccc(NS(=O)(=O)c2c(C)noc2C)cc1	2
COc1cccc(-c2noc(C(C)n3nc(C)c([N+](=O)[O-])c3C)n2)c1 (configuration not stated)	-1
CCC(=O)c1ccc(N2CCN(C(=O)Cc3ccccc3)CC2)c(F)c1	-20
Cc1ccc(/C=N/Nc2ccc3c(C(F)(F)F)cc(C(F)(F)F)nc3n2)cc1	-5
CCC1CCCCN1C(=O)CSc1nnc(CNC(=O)COc2ccc(Cl)cc2)o1 (configuration not stated)	-11
CCNC(=O)N1c2ccc(OCC)cc2C(C)=CC1(C)C	-1
O=C(CN1CCN(c2ccccn2)CC1)NC(=O)NC1CCCCC1	-10
CC(=O)C1=C(C)NC(SCC(=O)c2ccccc2)=C(C#N)C1CC(C)C (configuration not stated)	1
O=C(O)CCc1nc(-c2cccs2)no1	0
CC(=O)N1CCC2(CC1)C(C#N)=C(N)OC1=C2C(=O)CC(C)(C)C1	8
Cc1ccc(CSc2nc3ccccc3cc2C=O)cc1	8
Cc1ccc(NC(=O)CC2SC(=O)N(c3ccccc3)C2=O)cc1 (configuration not stated)	-4
CNC(=S)NNC(=O)Cc1ccc(OC)c(OC)c1	-4
Cc1cn2nc(N)c3ccccc3c2n1	-6
CCC(CC)C(=O)Nc1c(C)n(C)n(-c2ccccc2)c1=O	-13
CCCCOC(=O)Nc1ccc(C)c(Cl)c1	2
CCOC(=O)c1[nH]c2ccc(F)cc2c1NC(=O)Nc1ccccc1OC	2
Cc1ccc2cc3c(NC(=O)CC(C)C)nn(C)c3nc2c1	-3
CN(C(=O)c1ccc(=O)[nH]c1)C1(C(=O)NC2CCCCC2)CCCCC1	-2
CC(=O)OCCN1C(=O)c2cccnc2C1=O	-4
CCOn1c(=O)c(-c2ccc(OC)cc2)[n+]([O-])c2ccccc21	-5
COc1cccc(Nc2nc(NCCO)c3ccccc3n2)c1	-7
NC(=O)c1sc2nc(-c3ccco3)ccc2c1N	21
CCOC(=O)C1CCCN(C(=O)CSc2nccn2C)C1 (configuration not stated)	-4
Cc1ccc(S(=O)(=O)NCCNC(=O)C2CCCNC2=O)cc1 (configuration not stated)	-1
CS(=O)(=O)N(CC(=O)NCCSC1CCCCC1)c1ccc2c(c1)OCO2	-2
O=C(NCN1C(=O)C2C3C=CC(C3)C2C1=O)OC1CCCCC1 (configuration not stated)	-6
O=C(Nc1ccccc1)c1cccc(N2C(=O)CCC2=O)c1	-2
CCOC(=O)CN(C(=O)CN1CCC(n2nnc3cc(C)ccc32)CC1)c1ccccc1	-2
Cc1nc2ccc(S(=O)(=O)NCC(=O)NCc3ccc4c(c3)OCO4)cc2s1	0
CCn1ncc(Br)c1C(=O)Nc1cc(C)ccc1F	-6
COc1ccccc1CN(C(=O)c1ccco1)C(C(=O)NC1CCCC1)c1ccncc1 (configuration not stated)	83*
O=C(COC(=O)C1CCCCC1)Nc1ccc(N2CCCCC2)cc1	13
COc1ccccc1NC(=O)N1CCCC1C(=O)NCc1ccc2c(c1)OCO2 (configuration not stated)	-8
O=C(Nc1ccc(F)cc1)C1CCCCC1	1
O=S(c1ccc2ccccc2c1)c1cnns1 (configuration not stated)	-3
Cc1cccc(NC(=O)Cn2c(C)c(C#N)c3ccccc32)c1C	2
CCc1nc(NCCN2CCOCC2)c2oc3ccccc3c2n1	1
COc1ccc(CNC(=O)c2ccc(-c3ccccc3)cc2)cc1	1
COc1cc(C(=O)Oc2cccc(C)c2)cc(OC)c1OC	-2

2 successive entries from above:
molecule	Artemis endo inh
CCOn1c(=O)c(-c2ccc(OC)cc2)[n+]([O-])c2ccccc21	-5
COc1cccc(Nc2nc(NCCO)c3ccccc3n2)c1	-7

3 structures from above, sorted by length of the SMILES, lowest first:
molecule	Artemis endo inh
O=C(Nc1ccc(F)cc1)C1CCCCC1	1
O=C(COC(=O)C1CCCCC1)Nc1ccc(N2CCCCC2)cc1	13
COc1ccccc1NC(=O)N1CCCC1C(=O)NCc1ccc2c(c1)OCO2 (configuration not stated)	-8

Further records:
molecule	Artemis endo inh
Cc1cc(C)n2cc(CSCc3ccco3)nc2n1	-4
O=C(NCCO)c1ccc2nc(-c3ccco3)c(-c3ccco3)nc2c1	38*
COc1ccc(-c2n[nH]c(C)c2-c2ccc(OC)c(OC)c2)c(O)c1	-4
COCc1cc(=O)[nH]c(/N=C(\N)Nc2ccccc2C)n1	-9
COc1cc(NS(=O)(=O)c2ccc(F)cc2)c(OC)cc1NC(C)=O	-2
CCCCNS(=O)(=O)c1ccc(OC)cc1	-1
O=[N+]([O-])c1ccc(N2CCCC2)cc1NCc1ccccc1	1
O=C(c1cccs1)N1CCN(C(=O)c2ccco2)c2ccccc2C1	-6
Cc1cccc(NC(=O)Nc2ccc(C)c(C)c2)n1	8
COc1ccc(Oc2ncnc3c2ncn3Cc2ccccc2)cc1	-3
CCOc1cccc(/C(O)=C2/C(=O)C(=O)N(CCOC)C2c2ccncc2)c1 (configuration not stated)	-11
CCOC(=O)CC(=O)Nc1ccccc1C(=O)O	5
COc1ccc(/C=N/Nc2nonc2N)cc1OC	-3
O=C(NCc1cccs1)Nc1cccs1	-6
Cc1cc(=O)oc2cc(Oc3ccc([N+](=O)[O-])cc3C(F)(F)F)ccc12	5
CCCn1c(=O)c2c(c3ccccc31)OC(C)C(=O)N2 (configuration not stated)	-8
CCN(CC(=O)N1CCCCCC1)S(=O)(=O)c1ccc(Cl)cc1	-1
COc1ccccc1NC(=S)NNC(=O)c1nn(C)cc1Cl	3
C=CCCCCCCCCc1nc(=S)[nH][nH]1	0
Cc1cc(NS(=O)(=O)c2ccc(NC(NC(=O)C(C(F)(F)F)C(F)(F)F)(C(F)(F)F)C(F)(F)F)cc2)no1	-3
N#CC1=C(N)C(C#N)(C#N)[C@H](c2ccoc2)[C@H]2CN(Cc3ccccc3)CC=C12	1
O=C(COC(=O)C12CC3CC(CC(C3)C1)C2)NC12CC3CC(CC(C3)C1)C2	3
Cc1cccc(Sc2c(C=O)c3ccccc3n2C)c1	29
CCOC(=O)c1nnn(-c2nonc2N)c1-c1ccc(OC)cc1	-5
CC1CCN(S(=O)(=O)c2cccc(-c3cn4cc(Cl)ccc4n3)c2)CC1	8

3 of the compounds above, field by field:
C=CCCCCCCCCc1nc(=S)[nH][nH]1
  Artemis endo inh = 0
O=C(NCc1cccs1)Nc1cccs1
  Artemis endo inh = -6
Cc1cccc(Sc2c(C=O)c3ccccc3n2C)c1
  Artemis endo inh = 29

The list goes on:
molecule	Artemis endo inh
COc1ccc(N=CC2=C(O)CC(C)(C)CC2=O)cc1	1
COc1cccc(NC(=O)Cc2nnc(SCC(=O)c3ccccc3)n2C)c1	-11
O=C(O)c1cc(S(=O)(=O)O)ccc1O	-3
COC(=O)C(C)Sc1nnc(SC(C)C(=O)OC)s1 (configuration not stated)	-4
CC(=O)c1ccc(OC(C)C)c(CSc2nc(O)cc(=O)[nH]2)c1	-3
CCC(c1nnnn1C(C)C)N1CCN(C2CCCC2)CC1 (configuration not stated)	-6
COc1ccc(F)cc1S(=O)(=O)n1cc(C)nc1-c1ccccc1	10
CCOc1cnc(-c2ccc(OC)cc2)o1	-11
S=c1sc2c(N3CCN(Cc4ccccc4)CC3)ncnc2n1-c1ccccc1	0
Cc1c(C(=O)COC(C)(C)C)[nH]c2ccccc12	6
Clc1ccc(CSc2ncn[nH]2)cc1	4
CC1CCN(S(=O)(=O)Cc2ccccc2Cl)CC1	5
O=C(NC12CC3CC(CC(C3)C1)C2)c1ccc(=O)oc1	3
COc1cc(/C=C2\C(=O)ON=C2c2ccccc2)cc(OC)c1OC	9
O=C(C1CCN(C2CC(=O)N(c3cccc(Cl)c3)C2=O)CC1)N1CCCC1 (configuration not stated)	-15
CCCC1CC(CSC(=N)N)OC1=O (configuration not stated)	-7
N=c1c(C(=O)NCc2ccco2)cc2c(=O)n3ccccc3nc2n1Cc1ccccc1	23
CC(C)(C)c1csc(NC(=O)c2ccc(Cl)s2)n1	1
CC(C)(C)NC(=O)c1cnn2c1NC(c1ccc(F)cc1)CC2C(F)(F)F (configuration not stated)	-5
Cc1nc(NCC2CCCO2)nc2c1C(=O)CC(C)C2 (configuration not stated)	-4
CN(NC(=O)c1ccc(Cl)cc1)c1nc(-c2ccccc2)nnc1C(F)(F)F	16
O=C(Nc1ccc(Cl)cc1Cl)C1CCC(=O)N1Cc1ccccc1Cl (configuration not stated)	-12
CC1CCCCN1S(=O)(=O)c1ccc(C(=O)Nc2nnc(-c3cccs3)o2)cc1 (configuration not stated)	23
CSc1ccc(Cl)c(C(=O)OCC(=O)NCc2ccco2)c1	3
O=C(CN1CCN(c2ccc(F)cc2)CC1)N1CCOCC1	-3
COc1ccccc1/C=C1\SC(=O)N(CCC(=O)NNC(=O)c2ccccc2Cl)C1=O	-5
COC(=O)c1cc(Br)ccc1NC(=O)Nc1ccc(C)cc1	2
CC(C)NS(=O)(=O)c1cccc2nsnc12	-6
COc1ccccc1NC(=O)c1[nH]c(C)c(C(C)=O)c1C	-4
CC(=O)c1c(C)[nH]c(C(=O)NCc2ccccc2)c1C	1
Cc1ccc(NC(=O)Cn2c(=O)n(Cc3ccco3)c(=N)c3c4c(sc32)COC(C)(C)C4)cc1	5
COc1ccc(S(=O)(=O)N(C)CC(=O)Nc2ccccc2SC)cc1Cl	-8
CC(=O)c1ccc(C#CC(C)(C)O)s1	1
O=C(NNC(=O)c1ccccc1-n1cccc1)c1ccc(Cl)cc1Cl	10
Cn1c(=O)c2ncn(CC(=O)NCCOc3ccc(C(C)(C)C)cc3)c2n(C)c1=O	-3
CCN1CCCC1Cn1cnc2c([nH]c3ccc(C)cc32)c1=O (configuration not stated)	4
CC12CCC(C(=O)N(c3ccccn3)c3ccccn3)(OC1=O)C2(C)C (configuration not stated)	-10
Cc1cccc(C)c1NC(=O)N1CCN(C2CCCCC2)CC1	-4
COC(=O)C1C(=O)C2=C(CC1C)NC(=O)CC2c1cccc(C)c1 (configuration not stated)	1
CCC(=O)N1C(=O)CCN(C(C)=O)c2ccccc21	8
COc1cc(COc2ccc3c(C)c(Cc4ccccc4)c(=O)oc3c2)cc(OC)c1OC	2
CC(=O)Nc1ccc(C(=O)CS(=O)(=O)c2ccc(C)cc2)cc1	-8
CCOC(=O)N1CCC(NC(=O)c2cnn3cccnc23)CC1	-2
Cc1ccc2[nH]c3c(c2c1)CN(C(=O)CN1CCN(c2cccc(C)c2C)CC1)CC3	24
O=C/C(=C\Nc1ccc(Cl)cn1)c1nc2ccccc2o1	-14
CC1CCCc2sc3nc(NCc4ccco4)n4ncnc4c3c21 (configuration not stated)	-3
O=C(N1CCCCCC1)N1CCN(S(=O)(=O)N2CCOCC2)CC1	-2
Cc1cccc(C)c1NC(=O)C1(N(Cc2ccco2)C(=O)CC2NC(=O)NC2=O)CCCCC1 (configuration not stated)	0
CC(C(=O)N1CC2(C)CC1CC(C)(C)C2)N1C(=O)c2ccccc2C1=O (configuration not stated)	-5
Cc1nn(C(=O)c2ccco2)c(C)c1Sc1ccc([N+](=O)[O-])cc1	-11

(cont.)
molecule	Artemis endo inh
Clc1ccc(-c2ccc(/C=N/Nc3cc(N4CCOCC4)nc(N4CCOCC4)n3)o2)cc1	-1
COc1ccccc1C1=NOC(Cn2c(=O)c3c(ncn3C)n(C)c2=O)C1 (configuration not stated)	13
Cc1cccc(Cn2cnc3ccccc32)c1	-2
COc1ccc(CCNC(=O)N2c3ccccc3Sc3ccccc32)cc1	7
COc1ccc(N(C)S(=O)(=O)c2cccc(C(=O)NCC3CCCO3)c2)cc1 (configuration not stated)	8
N#C/C(=C\c1cccc(Oc2ccc(C(F)(F)F)cc2[N+](=O)[O-])c1)c1nc2ccccc2[nH]1	25
CCOC(=O)C(C)n1cnc2c(cnn2-c2ccc(Cl)cc2)c1=O (configuration not stated)	-6
CC(C(=O)N1CCOCC1)N1C(=O)c2ccccc2C1=O (configuration not stated)	-6
Cc1[nH]c2ccccc2c(=O)c1SC(F)(F)C(F)C(F)(F)F (configuration not stated)	-1
CCn1c(SCc2nc3sc(C(=O)O)c(C)c3c(=O)[nH]2)nc2ccccc21	16
COc1ccc2c(c1)c(=O)oc1cc(OCC(=O)NC3CC3)ccc12	-5

Reprinted at random: 2 entries already listed.
molecule	Artemis endo inh
Cc1[nH]c2ccccc2c(=O)c1SC(F)(F)C(F)C(F)(F)F (configuration not stated)	-1
COc1ccc(N(C)S(=O)(=O)c2cccc(C(=O)NCC3CCCO3)c2)cc1 (configuration not stated)	8
